Source: PubChem
V-ATPase pHluor: regulators of yeast V-ATPase proton transport. S. cerevisiae, pHLuorin cytosolic pH fluorescence. response, % at 10 µM. 350,000 compounds, 0.37% hits. AID 504577; in the data active = response mostly above about 7.3%, no sharp cut-off; inactive = mostly below about 5.4%; note: actives read high; inactives centre near 0; some compounds called inactive have numbers as strong as hits; reference of the scale not given here
DAGLB inhibitor: diacylglycerol lipase beta (human) inhibition. 340,000 compounds, 0.059% hits. inhibition, % at 5.17 µM. Q8NCG7. HEK293T DAGLB membrane lysate, EnzChek fluorogenic substrate; in the data active = inhibition above about 34%;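 note: 0% = enzyme with vehicle and 100% = wells lacking enzyme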
RTF Ca sens inh: cardiac RTF calcium desensitization; IANBD-labeled cardiac RTF, Ca2+ fluorescence; inhibition, % at 7.15 µM; 340,000 compounds, 0.12% hits; P19429+P45379;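 active = inhibition above the mean inhibition of all tested compounds plus 3 SD, cut at about 17% in these data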;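 note: assay run at fixed EC70 calcium of 1.6 mM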
Pemphigus Ab inh: blocks pemphigus antibody binding to human desmoglein-3; 310,000 compounds, 0.48% hits; AID 588358; DSG3-coupled beads, scFv-anti-DSG3-GFP binding, flow cytometry; stronger effect = lower value; P32926; binding (percent of control), % at 10 µM;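 active = binding more than 3 SD below its plate's average and above zero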; note: some compounds called inactive have numbers as strong as hits
Target sequence (P32926 whole entry, looked up): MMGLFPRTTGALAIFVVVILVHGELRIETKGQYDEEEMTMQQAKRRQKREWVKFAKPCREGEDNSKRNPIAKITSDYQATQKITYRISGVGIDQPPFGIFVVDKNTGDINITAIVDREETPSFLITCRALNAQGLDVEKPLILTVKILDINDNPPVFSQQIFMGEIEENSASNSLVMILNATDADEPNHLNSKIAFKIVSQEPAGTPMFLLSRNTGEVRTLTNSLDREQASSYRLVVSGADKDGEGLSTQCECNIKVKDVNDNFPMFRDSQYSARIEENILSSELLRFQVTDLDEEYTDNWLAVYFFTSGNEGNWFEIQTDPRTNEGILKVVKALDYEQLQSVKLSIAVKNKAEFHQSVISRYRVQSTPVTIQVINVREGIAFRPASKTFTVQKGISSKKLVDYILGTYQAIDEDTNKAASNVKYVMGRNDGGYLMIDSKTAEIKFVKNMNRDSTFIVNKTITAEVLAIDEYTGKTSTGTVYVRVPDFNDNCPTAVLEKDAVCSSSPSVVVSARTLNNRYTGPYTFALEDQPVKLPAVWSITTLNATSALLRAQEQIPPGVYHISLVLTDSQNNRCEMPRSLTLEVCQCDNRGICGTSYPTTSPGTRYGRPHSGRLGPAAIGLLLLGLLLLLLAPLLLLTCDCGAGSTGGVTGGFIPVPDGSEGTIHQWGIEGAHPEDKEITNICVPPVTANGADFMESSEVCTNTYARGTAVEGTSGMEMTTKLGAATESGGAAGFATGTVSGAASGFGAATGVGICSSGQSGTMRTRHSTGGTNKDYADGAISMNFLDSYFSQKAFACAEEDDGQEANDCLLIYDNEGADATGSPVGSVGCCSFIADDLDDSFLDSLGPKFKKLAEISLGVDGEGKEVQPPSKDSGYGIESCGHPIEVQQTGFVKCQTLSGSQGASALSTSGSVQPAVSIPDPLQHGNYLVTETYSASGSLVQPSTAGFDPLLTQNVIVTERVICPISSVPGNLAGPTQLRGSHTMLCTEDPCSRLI
NSD2 inh: blocks human histone methyltransferase NSD2 | O96028 | 310,000 compounds, 0.54% hits | inhibition, % at 12.5 µM | NSD2 peptide methylation, AlphaScreen, 120 min; in the data active = inhibition above about 50%
Arrestin-AP2 inh: blocks beta-arrestin peptide binding to AP2 adaptin. FITC-arrestin peptide / GST-AP2 beads, flow cytometry; AP2 beta2 appendage carries R879A mutation. inhibition, % at 10 µM. 340,000 compounds, 0.31% hits. AID 504490;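 active = inhibition above a set limit, near 3 SD of compounds lacking own fluorescence, cut at about 54% in these data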;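 note: plate controls were DMSO wells for no effect and 5 µM unlabelled arrestin peptide for full effect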
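Measured by: flow cytometry, FL1 (488/535 nm); Material: AP2 appendage R879A on GSH beads; Evaluation: percent response; Timing: pre-incubation 12 min, peptide binding 1 h, room temperature; Also added: 50 nM FITC-arrestin peptide; Medium: PBS with 0.05% Tween 20 and 0.1% BSA.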
C-LANA FP: blocks KSHV LANA C-terminal domain binding to DNA; AID 504423; MBP-C-LANA/FAM-LBS DNA binding, fluorescence polarization; inhibition, % at 9 µM; 340,000 compounds, 0.078% hits;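 active = highest replicate inhibition at or above 60% at 9 µM, even if other replicates fall short; inactive = all replicates below 60% inhibition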;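 note: 0% = neutral control wells and 100% = 4 µM acridine orange control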
CAL PDZ FP-1: blocks peptide binding to the human CAL PDZ domain; inhibition, % at 24.9 µM; purified CAL PDZ, TMR-peptide fluorescence polarization, 1 h; 300,000 compounds, 0.92% hits; Q9HD26; AID 602252;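 active = mean inhibition of at least 30% with at least half of replicates also reaching 30%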;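 note: 0% = DMSO neutral control and 100% = excess unlabeled competitor peptide PRC23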
CAL PDZ FP-2: human CAL PDZ-peptide interaction inhibition; Q9HD26; purified CAL PDZ, TMR-peptide fluorescence polarization, 1 h; inhibition, % at 20 µM; 330,000 compounds, 0.02% hits; AID 504414;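 active = highest replicate inhibition of at least 40%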;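 note: plate controls were DMSO neutral control wells for no effect and unlabeled competitor peptide control wells for full effect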
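Material: tagged CAL PDZ domain; buffer or medium: 25 mM sodium phosphate pH 7.4, 150 mM NaCl, TCEP, IgG, Thesit; compound dosing: single point, 20 µM; schedule: 1 h incubation at room temperature before polarization reading; measured by: FP readout, S and P plane fluorescence; read-out basis: percent inhibition from loss of millipolarization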
Keap1-Nrf2 PPI: disrupts human Keap1 binding to Nrf2 peptide; 340,000 compounds, 0.15% hits; Keap1 Kelch-Nrf2 peptide fluorescence polarization, 1536-well; inhibition, % at 9.4 µM; in the data active = inhibition above about 12%;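 note: human Keap1 Kelch domain with fluorescein labeled Nrf2 9mer peptide probe; 0% = neutral control wells and 100% = peptide positive control; higher means more block of Keap1 binding to Nrf2 peptide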
An asterisk follows results filed as active; . = not tested or not shown. Not all compounds are listed. The share of hits here may be higher or lower than overall.

SMILES | V-ATPase pHluor | DAGLB inhibitor | RTF Ca sens inh | Pemphigus Ab inh | NSD2 inh | Arrestin-AP2 inh | C-LANA FP | CAL PDZ FP-1 | CAL PDZ FP-2 | Keap1-Nrf2 PPI
Cc1cc(C(=O)NN=C2CCCCCCC2)c2ccccc2n1 | 0 | -4 | -20 | 111 | -1 | -11 | 0.8 | 0 | 0.6 | 1
O=C1CC(c2ccccc2)CC(O)=C1C=NCc1ccc(Cl)cc1 (stereo not given) | 0 | -2 | 0 | 105 | -2 | 23 | 1.8 | -7 | -1.4 | -3
COc1ccc(CNC(=S)Nc2cccc(F)c2)cc1 | 2 | -1 | -8 | 96 | -1 | -15 | 0.9 | -1 | 0.3 | 3
COc1ccc(CCNC(=O)COC(=O)c2ccc(C)s2)cc1OC | 0 | 0 | -7 | 105 | -1 | 31 | -1.3 | -1 | -0.3 | -3
Cc1onc(-c2ccccc2)c1C(=O)NNC(=O)c1ccccc1 | -1 | 0 | -4 | 116 | -3 | -3 | -1.7 | -4 | -1.1 | -1
Cc1ccc(-n2nnc3c(=O)n(CC(=O)N4CCC(C)CC4)cnc32)cc1 | -8 | -4 | -1 | 101 | -3 | 24 | -0.1 | -3 | -1.0 | -1
Nc1c(C(=O)NCC2CCCO2)c2nc3ccccc3nc2n1/N=C/c1ccncc1 (stereo not given) | -4 | 0 | 2 | 86 | -1 | 1 | -0.5 | -2 | -3.1 | 5
CC(C)N(C(=O)CSc1nnc(C2CC2)n1C1CC1)c1ccccc1 | 1 | 1 | -5 | 112 | -1 | 24 | -0.4 | -2 | 0.8 | 0
O=C(NCCOc1ccccc1)C1CCCCC1 | -1 | 2 | -12 | 117 | 0 | 22 | 0.9 | -2 | 0.1 | -1
Cc1ccc(NS(=O)(=O)c2ccc(NC(=O)C3CC3)cc2)cc1C | 0 | -1 | -2 | 102 | 6 | -1 | 2.1 | 3 | -1.7 | -2
COc1cc(C)c(NC(=O)COc2ccc3c(c2)OCO3)cc1C | 3 | -12 | -31 | 112 | -4 | -9 | 0.2 | -3 | 0.6 | 3
CCC(=O)c1ccc(OCC(O)CNCCc2ccc(Cl)cc2)cc1 (stereo not given) | -2 | -3 | 0 | 101 | 1 | 32 | -0.2 | -2 | -1.2 | -1
Cc1ccc(-c2noc(C3CCCN(S(=O)(=O)c4ccc(S(=O)(=O)N(C)C)cc4)C3)n2)o1 (stereo not given) | 4 | 2 | -1 | 103 | 3 | 25 | 1.4 | -2 | -1.6 | -2
CCCCn1cnc2c(oc3nc4c(cc32)CCCC4)c1=O | -2 | 0 | 1 | 98 | 3 | 11 | -0.8 | 1 | -0.4 | -2
CCOC(=O)c1nnn(-c2nonc2N)c1CN1CCCCCC1 | 2 | -6 | -5 | 100 | 0 | 19 | -1.0 | . | -0.6 | 4
O=C(Nc1ccc(NC(=O)c2cccnc2)cc1)c1ccccc1 | -1 | 0 | -7 | 94 | -8 | 30 | 0.5 | 1 | -4.0 | 4
COC(=O)C1CCN(C(=O)C2CCN(C(=O)[C@H](C)NS(=O)(=O)c3ccc(C)cc3)CC2)CC1 | -1 | -1 | -9 | . | . | -5 | 0.7 | -1 | 0.7 | 1
COc1ccc(NC(=O)COC(=O)Cc2ccc(Br)cc2)cc1 | -4 | -7 | 3 | 105 | -2 | 7 | -0.1 | -2 | -1.8 | -7
O=C(Oc1ccc(Br)cc1C(=S)N1CCOCC1)c1cccc([N+](=O)[O-])c1 | 0 | -9 | -17 | . | . | 9 | -0.8 | -3 | -2.8 | -5
CS(=O)(=O)N(CCc1ccccc1)CC(=O)NCc1cccnc1 | -4 | -4 | 2 | . | 22 | 9 | -0.3 | 8 | 0.2 | -2
N#Cc1cnn2c(C(F)(F)F)c3c(nc12)CCCC3 | -1 | 1 | 3 | 91 | -2 | 16 | -1.1 | 1 | 0.5 | -1
CCOc1ccc(CNC(=O)C(CC)n2nc(C)n3c(cc4occc43)c2=O)cc1OC (stereo not given) | -2 | -1 | 12 | 94 | 2 | 1 | 0.5 | -2 | -1.0 | 4
O=C(c1cccc(-c2ccc(O)cc2)c1)N1CCOCC1 | -2 | -2 | -6 | 89 | 0 | -2 | 1.0 | 0 | -1.2 | -4
O=C(NC1CCCc2ccccc21)C1CCC(CNc2c(N3CCOCC3)c(=O)c2=O)CC1 (stereo not given) | 2 | -1 | 0 | 101 | . | -3 | 2.2 | -5 | -1.2 | -2
CC(=NCCN1CCN(C(C)=C2C(=O)c3ccccc3C2=O)CC1)C1=C(O)CC(C)(C)CC1=O | -5 | -3 | -7 | 111 | 5 | -8 | -1.4 | -3 | -0.1 | -2
COc1cc(NC(=O)c2cccs2)c(C(=O)OCC(=O)NC(=O)NCc2ccccc2)cc1OC | 8 | 1 | -14 | 103 | . | 1 | -0.5 | 1 | -0.1 | -1
COc1cccc(CNC(=O)CCNC(=O)C2CCN(S(=O)(=O)c3ccc(F)cc3)CC2)c1 | 2 | -1 | 4 | . | 0 | -3 | -1.9 | 1 | 0.8 | -6
N#Cc1cn(CC(=O)NCCc2c[nH]c3ccccc23)c2ccccc12 | 0 | -5 | -13 | 100 | 2 | -3 | 3.5 | -4 | -1.8 | 8
CC(C)OC(=O)CSc1nc(N)c(C#N)c(-c2cccs2)c1C#N | -1 | -6 | -3 | 96 | 7 | -2 | 2.9 | 0 | -0.9 | -2
CCc1nc(-c2ccc(OC)c(OC)c2)cc2cc(OC)c(OC)cc12 | -1 | -2 | 2 | 108 | -4 | 0 | 2.6 | -5 | -0.9 | -4

Reprinted at random: two entries already listed.
SMILES | V-ATPase pHluor | DAGLB inhibitor | RTF Ca sens inh | Pemphigus Ab inh | NSD2 inh | Arrestin-AP2 inh | C-LANA FP | CAL PDZ FP-1 | CAL PDZ FP-2 | Keap1-Nrf2 PPI
CCOc1ccc(CNC(=O)C(CC)n2nc(C)n3c(cc4occc43)c2=O)cc1OC (stereo not given) | -2 | -1 | 12 | 94 | 2 | 1 | 0.5 | -2 | -1.0 | 4
O=C(NC1CCCc2ccccc21)C1CCC(CNc2c(N3CCOCC3)c(=O)c2=O)CC1 (stereo not given) | 2 | -1 | 0 | 101 | . | -3 | 2.2 | -5 | -1.2 | -2

The list continues:
SMILES | V-ATPase pHluor | DAGLB inhibitor | RTF Ca sens inh | Pemphigus Ab inh | NSD2 inh | Arrestin-AP2 inh | C-LANA FP | CAL PDZ FP-1 | CAL PDZ FP-2 | Keap1-Nrf2 PPI
O=C(NC1CS(=O)(=O)CC1NCc1ccco1)c1ccccc1 (stereo not given) | 1 | 0 | -3 | 97 | . | 2 | -1.2 | -1 | . | -3
CC(C)(C)c1nc(SCC(=O)NC2CCCC2)c2ccccc2n1 | . | -7 | -13 | . | -1 | 3 | -1.3 | 0 | -2.0 | -6
CC(C)(C)C(=O)Nc1ccnn1C1CCN(C(=O)c2ccc(Cl)cc2F)CC1 | -1 | 1 | -2 | 113 | -4 | -4 | -1.6 | 44* | -0.2 | 0
CC1=NN(c2ccccc2)C(=O)C1=C(C)C | -2 | 7 | -3 | 107 | 11 | 10 | -3.0 | -4 | -1.1 | -13
COc1ccc(N(CC(O)CN2CCOCC2)S(=O)(=O)c2ccc(C)cc2)cc1 (stereo not given) | -4 | -2 | 8 | 97 | 2 | 29 | 1.1 | -1 | -2.7 | 0
CC(C)CSc1nc2c(c(=O)[nH]c(=O)n2C)n1CC(O)COc1cccc2ccccc12 (stereo not given) | 0 | 3 | -3 | 63 | 2 | 1 | 1.0 | -3 | -1.6 | -6
COc1ccc(CCNc2ccc(C(CC(N)=O)NC(=O)c3ccc(Br)cc3)cc2[N+](=O)[O-])cc1 (stereo not given) | -6 | 21 | -14 | 103 | . | 14 | -4.8 | 3 | 0.6 | -2
COc1cc(/C=N/N(C)C)cc(Br)c1O | 3 | -1 | 1 | 104 | 1 | 16 | -0.3 | 6 | -2.0 | -2
CN(C)CCOc1ccccc1-c1ccccc1 | 3 | 3 | -5 | . | 14 | -1 | -0.8 | 0 | . | -1
CN(C(=O)COC(=O)C1CCN(S(=O)(=O)c2c(Cl)cccc2Cl)CC1)C1CCCCC1 | 0 | -3 | -23 | 101 | -1 | -2 | -0.2 | . | -0.5 | 0
CCOC(=O)c1ccc2c(c1)[n+](CC)c(C)n2-c1ccccc1 | -1 | -3 | 15 | 89 | -3 | 9 | 1.4 | 1 | 0.6 | -7
O=C(Cn1ncc(Cl)c(Cl)c1=O)NC1CCCCC1 | 1 | 0 | -1 | 102 | 15 | -1 | -2.9 | -5 | -0.5 | -3
CC(OC(=O)C1CCCC1)C(=O)Nc1ncc(Cl)cc1Cl (stereo not given) | 1 | 0 | -1 | . | -4 | 2 | -2.8 | 1 | -0.1 | -2
CCCCOc1ccc(C(=O)NCCc2ccccc2)cc1 | 0 | -9 | -1 | 98 | -1 | -16 | 1.7 | -1 | 1.0 | -1
Cc1ccc(NS(=O)(=O)c2ccccc2Cl)c2c1CC(C)(C)O2 | 3 | -3 | -8 | 106 | -3 | -9 | 0.5 | -4 | -2.7 | -4
COc1cc(OC)cc(N(C(=O)CNC(=O)c2ccco2)C(C(=O)NCC2CCCO2)c2ccccc2)c1 (stereo not given) | -1 | 0 | -6 | . | 1 | 11 | -2.4 | -4 | -1.8 | 0
Cc1cc(C)cc(OCC(=O)OCC(=O)N(C)CC(=O)Nc2ccc(F)cc2)c1 | -4 | 0 | 2 | 97 | 1 | -8 | 1.0 | -8 | -0.8 | 0

Part of the list above, limited to RTF Ca sens inh:
canonical_smiles,RTF Ca sens inh
CCOC(=O)c1ccc2c(c1)[n+](CC)c(C)n2-c1ccccc1,15
CC1=NN(c2ccccc2)C(=O)C1=C(C)C,-3
COc1cc(OC)cc(N(C(=O)CNC(=O)c2ccco2)C(C(=O)NCC2CCCO2)c2ccccc2)c1 (stereo not given),-6

A draw from above in order of length of the SMILES, ascending:
SMILES | V-ATPase pHluor | DAGLB inhibitor | RTF Ca sens inh | Pemphigus Ab inh | NSD2 inh | Arrestin-AP2 inh | C-LANA FP | CAL PDZ FP-1 | CAL PDZ FP-2 | Keap1-Nrf2 PPI
COc1cc(C)c(NC(=O)COc2ccc3c(c2)OCO3)cc1C | 3 | -12 | -31 | 112 | -4 | -9 | 0.2 | -3 | 0.6 | 3
Cc1ccc(NS(=O)(=O)c2ccc(NC(=O)C3CC3)cc2)cc1C | 0 | -1 | -2 | 102 | 6 | -1 | 2.1 | 3 | -1.7 | -2
CC(C)CSc1nc2c(c(=O)[nH]c(=O)n2C)n1CC(O)COc1cccc2ccccc12 (stereo not given) | 0 | 3 | -3 | 63 | 2 | 1 | 1.0 | -3 | -1.6 | -6
